Bioassay records as filed in PubChem.
STK33 inh: inhibitors of human STK33 kinase; Q9BYT3; purified STK33, MBP phosphorylation, ADP-Glo luminescence; inhibition, % at 10 µM; 320,000 tested, 0.073% active; AID 2661;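 active = inhibition at or above 25%, using the most active replicate where run in duplicate; inactive = inhibition below 25%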
Target sequence (Q9BYT3 whole entry, looked up): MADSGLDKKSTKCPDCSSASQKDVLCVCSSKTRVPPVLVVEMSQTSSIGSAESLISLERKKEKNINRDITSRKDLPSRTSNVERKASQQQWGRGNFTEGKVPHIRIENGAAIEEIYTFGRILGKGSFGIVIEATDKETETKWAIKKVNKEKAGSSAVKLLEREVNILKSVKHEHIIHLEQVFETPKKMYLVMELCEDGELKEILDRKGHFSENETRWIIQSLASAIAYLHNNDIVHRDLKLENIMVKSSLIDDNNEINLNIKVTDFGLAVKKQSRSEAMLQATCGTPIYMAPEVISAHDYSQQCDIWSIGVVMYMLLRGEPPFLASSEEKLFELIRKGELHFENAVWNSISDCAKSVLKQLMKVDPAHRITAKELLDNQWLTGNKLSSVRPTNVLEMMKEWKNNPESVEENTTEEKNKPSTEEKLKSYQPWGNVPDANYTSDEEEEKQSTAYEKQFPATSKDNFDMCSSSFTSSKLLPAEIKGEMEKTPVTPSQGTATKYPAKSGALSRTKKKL
CHT inh: human CHT choline transport inhibition. Q9GZV3. CHT-expressing cells, membrane potential dye, choline response; stronger effect = lower value. B-score at 10 µM. 310,000 tested, 0.86% active. AID 488975;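 active = B-score over 3 SD under the library average, and starting fluorescence ratio not unusually high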;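 note: choline stimulus applied at its EC90 after an EC20 pre-addition; B-score computed on integrated fluorescence ratio after choline addition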
Target sequence (Q9GZV3 whole entry, looked up): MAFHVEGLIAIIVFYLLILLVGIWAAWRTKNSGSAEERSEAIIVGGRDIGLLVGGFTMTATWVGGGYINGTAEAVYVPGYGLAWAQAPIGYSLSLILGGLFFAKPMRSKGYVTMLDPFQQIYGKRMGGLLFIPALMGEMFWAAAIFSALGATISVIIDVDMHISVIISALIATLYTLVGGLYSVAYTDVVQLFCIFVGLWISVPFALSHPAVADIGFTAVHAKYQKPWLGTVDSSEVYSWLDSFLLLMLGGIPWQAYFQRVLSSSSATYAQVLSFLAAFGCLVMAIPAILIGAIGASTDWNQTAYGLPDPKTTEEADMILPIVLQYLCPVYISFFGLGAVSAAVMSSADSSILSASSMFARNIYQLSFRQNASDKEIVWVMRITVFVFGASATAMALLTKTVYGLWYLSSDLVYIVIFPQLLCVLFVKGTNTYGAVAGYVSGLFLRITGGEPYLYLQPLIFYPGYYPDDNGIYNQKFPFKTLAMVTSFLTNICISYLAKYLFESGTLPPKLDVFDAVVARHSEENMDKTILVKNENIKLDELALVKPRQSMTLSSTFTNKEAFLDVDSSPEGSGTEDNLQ
CHT allo act: allosterically activates the human high affinity choline transporter; Q9GZV3; CHT-expressing cells, membrane potential dye, choline EC20; stronger effect = higher value; LV-AA mutant CHT in HEK293 cells; B-score at 10 µM; 310,000 tested, 0.49% active; AID 488977;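 active = initial fluorescence not abnormally high and integrated response B-score, plate-corrected, over 3 SD above library mean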
The depositor's hits bear a star; i = inactive; . = no result given.

SMILES	STK33 inh	CHT inh	CHT allo act
CCOC(=O)CSc1nnc(Cn2c(=O)sc3ccccc32)n1C	-0.5	i	i
O=C(COc1ccc([N+](=O)[O-])cc1)Nc1ccccc1C(=O)NC1CC1	-0.7	i	i
O=C(c1ccc2c(c1)OCO2)N1CCCc2ccccc21	-2.0	i	i
Cc1cccc(CSc2nc3sc(C)c(C)c3c(=O)n2Cc2ccco2)c1	-0.7	i	i
C=CCN1C(=O)/C(=C/c2ccsc2)SC1=S	-2.0	i	i
Cn1c(=O)c2c(=O)cc(NNC(=O)CC#N)[nH]c2n(C)c1=O	0.0	i	i
COCCNC(=S)N(CCN(C)C)Cc1cc2cc3c(cc2[nH]c1=O)OCO3	-0.6	i	i
CCOC(=O)c1c(C)nc2c(c1-c1ccccc1)C(=O)CCC2	-2.0	i	i
CC1CCCCN1S(=O)(=O)c1ccc(-n2cnnn2)cc1 (stereo not given)	-1.3	i	i
CSc1nsc(SCC(=O)Nc2ccccn2)n1	0.6	i	i
Cc1ccc(C)n1-c1ccncc1	-0.7	i	i
CCCCN1C2CCCC1CC(NC(=O)c1cccc(Cl)c1)C2 (stereo not given)	0.5	i	i
COc1ccc2c(COC(=O)c3n[nH]c4ccccc34)cc(=O)oc2c1	-1.1	i	i
O=c1oc2ccccc2c2c1nc(C(F)(F)F)n2-c1ccccc1	-0.1	i	i
COc1ccc(Cn2cc(C(=O)c3ccccc3)c(=O)c3cc(OC)ccc32)cc1	-0.9	i	i
CCn1c(CNC(=O)COc2ccc(C(C)C)cc2)nnc1SCC(=O)Nc1ccccc1C(C)C	-1.8	i	i
CCOC(=O)C1CCCN(C(=O)Cn2sc3nc(C)cc(C)c3c2=O)C1 (stereo not given)	-2.1	i	i
Cc1cc(NC(=O)COC(=O)[C@H](C)NC(=O)c2ccccc2)no1	-0.3	i	i
COc1cc(/C=C/CN2CCC(CO)(CC3CCCCO3)CC2)ccc1O (stereo not given)	-4.3	i	i
CC[n+]1c(C)n(-c2ccccc2)c2ccc(C(=O)OC)cc21	0.5	i	7.5*
O=c1[nH]c(=S)c2ncn(-c3ccccc3)c2[nH]1	0.3	i	i
Cc1nn(C)c(C)c1CN(C)C(=O)C1(C)CC1(Br)Br (stereo not given)	-1.1	i	i
O=C(CSCc1ccc(Cl)cc1)Nc1ccc(S(=O)(=O)N2CCCCCC2)cc1	1.0	i	i
Cc1cccc(C)c1NC(=O)CN1C(=O)S/C(=C\c2cccn2-c2cccc(C(=O)O)c2)C1=O	0.6	i	i
COC(=O)CCc1c(C)nc(N)[nH]c1=O	-0.8	i	i

Reprinted from the part before: seven entries, followed by the next part.
SMILES	STK33 inh	CHT inh	CHT allo act
COc1cc(/C=C/CN2CCC(CO)(CC3CCCCO3)CC2)ccc1O (stereo not given)	-4.3	i	i
CC[n+]1c(C)n(-c2ccccc2)c2ccc(C(=O)OC)cc21	0.5	i	7.5*
O=c1[nH]c(=S)c2ncn(-c3ccccc3)c2[nH]1	0.3	i	i
Cc1nn(C)c(C)c1CN(C)C(=O)C1(C)CC1(Br)Br (stereo not given)	-1.1	i	i
O=C(CSCc1ccc(Cl)cc1)Nc1ccc(S(=O)(=O)N2CCCCCC2)cc1	1.0	i	i
Cc1cccc(C)c1NC(=O)CN1C(=O)S/C(=C\c2cccn2-c2cccc(C(=O)O)c2)C1=O	0.6	i	i
COC(=O)CCc1c(C)nc(N)[nH]c1=O	-0.8	i	i
Cc1cc(/C=C2/SC(=S)N(c3cccc(C(F)(F)F)c3)C2=O)c(C)n1-c1cccnc1	-1.6	i	i
CCN(c1ccccc1)S(=O)(=O)c1ccc(Cl)c(NC(=O)CN2CCCCCC2)c1	-0.9	i	i
Cc1ccc(OCCSc2nc3ccccc3n2CC(=O)O)cc1C	-1.5	i	i
O=C(c1cccs1)N1CCN(c2ccccc2)CC1	3.8	i	i
Cc1cc(=O)[nH]c(SCCCOc2ccccc2Cl)n1	-1.2	i	i
Nc1n[nH]c(N)c1N=Nc1cccc(F)c1	.	i	i
CCc1ccc(-c2ccc(C(=O)C(F)(F)F)[nH]2)cc1	-3.6	i	i
Cc1cc(-c2ccn[nH]2)c(C)s1	-1.2	i	i
C=C(Cl)COc1ccc2c(C)cc(=O)oc2c1	1.2	i	i
CCN(CC)S(=O)(=O)c1cc(NC(=O)C(=O)c2c(-c3ccccc3)cc3ccccn23)ccc1C	0.9	i	i
CCOc1cc(-c2nnc(NC(=O)c3ccco3)o2)cc(OCC)c1OCC	-1.2	i	i
COc1cccc(NC(=O)Cn2c(=O)n(CC3CCCO3)c(=O)c3ccccc32)c1 (stereo not given)	-1.2	i	i
CC(C)(C)c1ccc(/C=N/NC(=O)Cc2c[nH]c3ccccc23)cc1	-0.9	i	i
CCOC(=O)C1(Cc2ccccc2C)CCCN(C(=O)CCn2nccc2C)C1 (stereo not given)	-0.7	i	i
CCc1ccc(NC(=S)Nc2cc(OC)c(NC(=O)C(C)C)cc2OC)cc1	-2.0	i	i
OCc1ccccc1OCCCN1CCC(Cc2ccccc2)CC1	-0.5	i	i
Cc1ccc(N/N=C/c2cccnc2)cc1	-0.3	i	i
COc1ccc(CCNC(=O)CSc2nnc(C(C)N(C)C)n2Cc2ccccc2)cc1OC (stereo not given)	0.0	i	i
COC(=O)c1c(C)c[nH]c1C	-0.4	i	i
COc1ccc(C(N)=S)cc1	0.4	i	i
Cc1cccc(NS(=O)(=O)c2cccc(C(=O)N3CCN(S(=O)(=O)c4ccccc4)CC3)c2)c1	-1.6	i	i
O=C(c1cccc(C(F)(F)F)c1)N1CCC(O)(CS(=O)(=O)Cc2ccc(Cl)cc2)CC1	-2.7	i	i
CCc1oc(C(=O)O)cc1COC	-1.0	-11*	i
Cc1cc(C)n(C(=O)c2ccc([N+](=O)[O-])cc2Cl)n1	1.5	i	i
Cc1cc(=O)[nH]c(SCC(=O)OCc2ccccc2)c1C#N	-0.1	i	i
The listing continues:
SMILES	STK33 inh	CHT inh	CHT allo act
CCCCOc1ccc(/C=N/NC(=S)Nc2cccc(C)c2C)cc1	-0.1	i	i
COc1ccccc1-c1cc(C(F)(F)F)nc(NCc2cccs2)n1	-1.5	i	i
O=C(Nc1ccc(Cl)c(Cl)c1)c1csc(-c2ccccc2)n1	0.0	i	i
CNc1nc(C)c(C(C)=O)cc1C#N	0.3	i	i
O=C(O)CNC(=O)c1ccc(NS(=O)(=O)c2ccc3ccccc3c2)cc1	-0.3	i	i
O=S(=O)(NCC(Nc1ccc(Cl)cc1)c1ccccc1)c1ccc(Cl)cc1 (stereo not given)	-1.1	i	i
CC(=O)c1ccc(S(=O)(=O)Nc2cccc(-c3cn4c(n3)SCC4)c2)cc1	-0.5	i	i
CC(=O)Nc1cccc(C(=O)NC2CCCc3c2cnn3-c2ccc(C(C)(C)C)cc2)c1 (stereo not given)	-2.0	i	i
COc1ccccc1CNC(=O)COC(=O)c1c(C)nn(-c2ccccc2)c1Cl	-1.0	i	i
CN1C(=O)N(C)C2(c3ccccc3)Nn3c(s/c(=C/c4ccccc4F)c3=O)=NC12c1ccccc1 (stereo not given)	-1.2	i	i
O=C(COC(=O)c1cc(Br)ccc1Cl)NC(=O)NCc1ccccc1	-2.0	i	i
Cc1c(C(=O)N2CCCCC2)c(S(=O)(=O)NCc2ccccc2Cl)c(C)n1C	-0.9	i	i
Cc1ccc(S(=O)(=O)N/N=C2/CC(=O)CC(C)(C)C2)cc1[N+](=O)[O-]	-2.4	i	i
Cc1[nH]nc(N)c1N=Nc1ccc(Br)cc1	-0.3	i	i
O=C(Nc1ccccc1)c1[nH]ncc1[N+](=O)[O-]	0.5	i	i
Cc1ccc(S(=O)(=O)NCCc2c[nH]c3ccccc23)cc1	-0.5	i	i
Cc1ccc(CNC(=O)CN2CCCC(C)C2)cc1 (stereo not given)	-2.3	i	i
CCC(NC(=O)NNC(N)=S)(C(F)(F)F)C(F)(F)F	-1.6	i	i
O=C(NCc1ccccc1)C1=C[C@@H](c2ccc3c(c2)OCO3)C[C@@H](OCCCCO)O1	-2.2	i	i
CCOc1ccc(N(CC(=O)NC2CCC(C)CC2)S(=O)(=O)c2c(C)noc2C)cc1 (stereo not given)	-0.3	i	i
Cc1cccc(/C=N/NC(=O)NC23CC4CC(CC(C4)C2)C3)n1	-0.4	i	i
COc1cc(CN2CCN(Cc3ccc(SC)cc3)CC2)cc(OC)c1O	0.1	i	i
CSc1ccc(CN(C)C(=O)c2cc(Cl)c3c(c2)OCCO3)cc1	-1.7	i	i
CCN1C(=O)N(C)[C@@H](c2ccccc2)C(C(C)=O)=C1C	-1.0	i	i
Cc1ccc(-c2csc(NC(=O)C3=COCCO3)n2)cc1C	-0.3	i	i

Ordered by the number under STK33 inh (highest first): 3 from the list above
Compound	STK33 inh
O=C(Nc1ccccc1)c1[nH]ncc1[N+](=O)[O-]	0.5
CC(=O)c1ccc(S(=O)(=O)Nc2cccc(-c3cn4c(n3)SCC4)c2)cc1	-0.5
CSc1ccc(CN(C)C(=O)c2cc(Cl)c3c(c2)OCCO3)cc1	-1.7

(next part)
SMILES	STK33 inh	CHT inh	CHT allo act
COc1ccccc1CNS(=O)(=O)c1ccc2c(c1)CC(C)N2C(=O)C1CCC1 (stereo not given)	1.9	i	i
O=S(=O)(c1ccc(Br)cc1)c1nc(-c2ccccc2)oc1NCc1cccnc1	-1.6	i	i
CC(C)c1ccc(OCC(=O)NC2=NCCS2)cc1	-1.3	i	i
COc1ccc(CNC(=O)Nc2cc(C)cc(C)c2)cc1	-1.0	i	i
O=C(Nc1ccc(Br)cc1)c1cnccn1	-1.2	i	i
Cc1cc(Br)ccc1OCCOCCN1CCCC1	-0.8	i	i
COC(=O)c1csc2c(C(F)(F)F)cc(N3CCN(C(=O)Nc4ccccc4)CC3)nc12	5.2	i	i
N#CCCN(C(=O)COC(=O)c1cccc(S(=O)(=O)Nc2ccc([N+](=O)[O-])cc2)c1)c1ccccc1	-1.1	i	i
CCCCCCCN1C/C=C\C(c2ccc(OC)cc2)N(Cc2ccc(F)cc2)C(=O)[C@H]1Cc1ccccc1 (stereo not given in full)	-1.8	i	i
CCOc1cc(CO)cc(Br)c1OCC(=O)Nc1ccccc1C	-0.4	i	i
Cc1cc(NC(=O)NC(C)(C(F)(F)F)C(F)(F)F)no1	-1.0	i	i
Cc1ccc(C)c(-c2csc(N)c2C(=O)OC(C)C)c1	0.2	i	i
O=C(COC(=O)c1ccccc1Cl)NC(=O)NCc1ccccc1	0.5	i	i
O=C(O)c1ccc2cccc(Cl)c2c1O	4.1	i	i
CCN(CC)C(=O)Oc1ccc(Cl)c2ccccc12	-3.8	i	i
CCCn1c(SCC(=O)N2CCCCC2)nc2c1c(=O)n(C)c(=O)n2C	-0.8	i	i
Cc1cc(=O)oc(C)c1C(=O)NCC(C)C	-1.2	i	i
CC(=O)c1ccc(N2CCN(C(=O)Nc3cccc(F)c3)CC2)cc1	0.7	i	i
Cc1cc(Oc2ccccc2)nc(N2CCOCC2)n1	-3.4	i	i
CCOCCCn1c(SCC(=O)N2CCOCC2)nc2ccccc2c1=O	-1.1	i	i
Cc1c(C(=O)N2CCCC2)sc(NC(=O)c2ccco2)c1C#N	-1.1	i	i
Cc1ccc(CC(CC(=O)Nc2cccc(C(F)(F)F)c2)C(=O)O)cc1 (stereo not given)	0.1	i	i
C=CCNC(=O)NC(=O)COC(=O)c1cccnc1SC	0.1	i	i
Cc1c([N+](=O)[O-])cc(C(=O)Nc2ccc(NC(=O)c3ccco3)cc2)cc1[N+](=O)[O-]	-0.6	i	i
Cc1ccc(C2=Nc3ccccc3N=C(c3ccc([N+](=O)[O-])cc3)C2)c(O)c1	-1.6	i	i

Some entries already given, limited to CHT allo act and STK33 inh:
SMILES,CHT allo act,STK33 inh
O=C(COC(=O)c1ccccc1Cl)NC(=O)NCc1ccccc1,i,0.5
O=C(O)c1ccc2cccc(Cl)c2c1O,i,4.1
CCN(CC)C(=O)Oc1ccc(Cl)c2ccccc12,i,-3.8

The list goes on:
SMILES	STK33 inh	CHT inh	CHT allo act
C#CCOCCOCCOCCNc1nc(N2CCN(C(=O)CCCCCCCCCCNC(=O)[C@H]([C@@H](C)CC)n3cc(CCCCN=C(N)N)nn3)CC2)nc(N2CCN(C(=O)CCCCCCCCCCNC(=O)[C@@H]([C@H](C)O)n3cc(C)nn3)CC2)n1	9.6	i	i
CCOC(=O)C(C)Sc1cc(CS(=O)(=O)c2ccccc2)nc(-c2ccccc2)n1 (stereo not given)	-0.1	i	7.7*
COc1ccccc1N(CC(=O)NC1CCCCC1)C(=O)CCC(=O)Nc1nccs1	-0.3	i	i
O=S(=O)(C=C(c1ccccc1)c1ccccc1)c1ccccc1	11	i	i
Cc1c(C#N)c2ccccc2n1CC(=O)N1CCCc2ccccc21	0.3	i	i
Cc1cc(OC(=O)c2ccc(S(=O)(=O)N(C)C)cc2)cc(=O)o1	-1.8	i	i
Cn1nnnc1SCC(=O)Nc1cc(C(C)(C)C)nn1-c1ccccc1	-0.2	i	i
O=C(Nc1nc2ccc(Cl)cc2s1)C1CCCO1 (stereo not given)	8.6	i	i
CCCCN(C(=N)N1CCCCC1)c1nc(C)c([N+](=O)[O-])c(=O)[nH]1	-1.9	i	i
N#Cc1c(NC(=O)CSc2ncnc3c2cnn3-c2ccccc2Cl)sc2c1CCCC2	-2.7	i	i
COc1ccc2c(=O)cc(-c3ccccc3)n(C)c2c1	1.4	i	i
CCOC(=O)N1CCN(C(=O)C2CCN(Cc3ccc(O)c(OCC)c3)CC2)CC1	-1.0	i	i
Cc1ccccc1CN(C)C(C)C(=O)NCc1ccccc1 (stereo not given)	-0.4	i	i
O=C(O)C1=C[C@H](c2ccc(F)cc2)C[C@H](OCc2ccc(CO)cc2)O1	0.4	i	i
Cn1c(=O)[nH]c(=O)c2c1nc(CN1CCN(c3ccc(F)cc3)CC1)n2CCN1CCOCC1	0.0	i	i
CCOc1ccc(CCNC(=O)COC(=O)c2nn(C)c(=O)c3ccccc23)cc1OCC	-0.8	i	i
